CXCR6 block = CXCR6 receptor inhibitors, primary screen, cell-based, beta-arrestin, luminescence, CHO-K1 PathHunter, 1536-well | inhibition, % at 20 µM | hit rate 0.36% among 360,000; in the data active = inhibition above about 34%, passing the limit was not always enough;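 also: antagonist mode with CXCL16 agonist at 10 nM final; 0% = 10 nM CXCL16 with DMSO and 100% = unstimulated wells without agonist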
Target sequence (O00574 whole entry, looked up): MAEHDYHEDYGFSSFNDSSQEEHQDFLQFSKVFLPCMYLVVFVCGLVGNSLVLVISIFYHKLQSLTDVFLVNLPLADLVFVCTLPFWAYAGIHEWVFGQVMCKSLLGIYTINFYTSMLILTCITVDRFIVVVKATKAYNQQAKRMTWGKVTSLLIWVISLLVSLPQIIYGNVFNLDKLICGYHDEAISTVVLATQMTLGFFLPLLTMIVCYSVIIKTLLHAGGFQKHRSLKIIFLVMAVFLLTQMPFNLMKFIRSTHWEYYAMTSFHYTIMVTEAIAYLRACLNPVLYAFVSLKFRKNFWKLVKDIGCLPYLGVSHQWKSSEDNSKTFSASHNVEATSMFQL
Gli-Sufu block = Gli-Sufu pathway antagonists, primary screen, luciferase luminescence, Sufu-KO-LIGHT cells, uHTS | hit rate 0.74% among 340,000 | inhibition, % at 5 µM | Sufu-KO-LIGHT fibroblasts, Gli luciferase reporter luminescence;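 active = inhibition above about 55%, limit read from the data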;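 also: 0% = DMSO-treated cells and 100% = wells with medium but no cells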
EBI2 antag = EBI2 receptor antagonists, beta-arrestin recruitment, primary screen, cell-based, luminescence, 7a,25-OHC stimulation, uHTS | G-protein coupled receptor 183 (Homo sapiens), P32249 | 7a,25-OHC stimulated | inhibition, % at 5 µM | hit rate 0.81% among 360,000 | AID 651636, 2012; in the data active = inhibition above about 38%;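 also: enzyme fragment complementation signal reports receptor beta-arrestin coupling in cells; 0% = agonist plus DMSO wells and 100% = wells without agonist; some results beyond the cut were filed as inactive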
Target sequence (P32249 whole entry, looked up, the tested form may be a part): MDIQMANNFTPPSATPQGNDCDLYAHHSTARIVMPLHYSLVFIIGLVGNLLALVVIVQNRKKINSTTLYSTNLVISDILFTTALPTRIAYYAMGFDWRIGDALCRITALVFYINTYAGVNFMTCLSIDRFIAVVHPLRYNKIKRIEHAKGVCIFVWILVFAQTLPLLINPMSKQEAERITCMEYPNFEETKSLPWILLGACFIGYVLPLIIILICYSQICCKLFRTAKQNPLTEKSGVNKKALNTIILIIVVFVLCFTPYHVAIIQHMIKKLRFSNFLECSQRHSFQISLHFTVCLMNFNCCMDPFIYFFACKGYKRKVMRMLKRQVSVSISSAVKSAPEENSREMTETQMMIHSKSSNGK
UPR XBP1 act = activators of adaptive XBP1 UPR arm, primary screen, cell-based, CHO-XBP1 luciferase reporter, luminescence, uHTS; IRE1-XBP1 UPR activation; percent of tunicamycin response, DMSO as zero; activation, % at 20 µM; hit rate 0.33% among 330,000; AID 463104, 2010;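 active = versus positive control, 20 µM dose yields 30% or more activation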;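 also: 100% = tunicamycin at 10 µg/mL and 0% = DMSO only wells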
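Assay system: IRE1-XBP1 luciferase reporter CHO line. Input: 1000 cells/well. Buffer or medium: F12 with 10% serum. Doses: 20 µM, 1% DMSO. Times: overnight seeding at 37 °C, 6 h compound treatment at 37 °C. Technique: Steady-Glo luciferase glow luminescence, 10 min after reagent addition.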
Mdm2-MdmX inh = inhibitors of human Mdm2-MdmX association, primary screen, cell-based, luminescence, split luciferase, SaOS-2, uHTS; SaOS-2 split-luciferase Mdm2/MdmX complementation; inhibition, % at 8 µM; hit rate 3% among 330,000; AID 485346, 2010;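 active = inhibition of at least 50% at 8 µM in the primary screen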
CCR6 antagonist = CCR6 receptor antagonists, primary screen, cell-based, CHO-K1, luminescence, beta-arrestin, uHTS; inhibition, % at 20 µM; hit rate 0.49% among 340,000; AID 493098, 2011; C-C chemokine receptor type 6 (Homo sapiens), P51684; CHO-K1 CCR6 PathHunter beta-arrestin, CCL20-stimulated;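 active = compounds whose inhibition of the agonist-driven luminescence signal at 20 µM reaches about 50%, limit read from the data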;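 also: cells stimulated with CCL20 at 14 nM final; plate controls were DMSO with CCL20 for no effect and DMSO without agonist for full effect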
Target sequence (P51684 whole entry, looked up): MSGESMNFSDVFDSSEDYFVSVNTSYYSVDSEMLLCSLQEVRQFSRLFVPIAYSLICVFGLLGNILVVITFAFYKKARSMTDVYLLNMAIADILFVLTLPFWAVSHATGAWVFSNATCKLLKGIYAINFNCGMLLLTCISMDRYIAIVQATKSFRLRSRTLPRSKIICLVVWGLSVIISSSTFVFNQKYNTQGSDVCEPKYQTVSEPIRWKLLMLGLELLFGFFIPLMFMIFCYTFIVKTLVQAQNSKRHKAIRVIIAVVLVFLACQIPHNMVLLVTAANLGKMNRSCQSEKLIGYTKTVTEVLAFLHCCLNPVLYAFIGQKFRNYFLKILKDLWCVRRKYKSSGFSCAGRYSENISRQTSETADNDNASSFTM
697 NFkB inh = inhibitors of PMA/ionomycin-induced NF-kB reporter, 697 cells, primary screen, B-cell NF-kB inhibitor project, cell-based, luminescence, uHTS | 697 B-cell NF-kB luciferase reporter, 16 h | inhibition, % at 4 µM | hit rate 0.33% among 330,000 | AID 435022, 2010; in the data active = inhibition above about 35%
UPR CHOP act = activators of apoptotic CHOP UPR arm, primary screen, cell-based, CHO-CHOP luciferase reporter, luminescence, uHTS; UPR activation; percent of tunicamycin response over DMSO baseline; activation, % at 10 µM; hit rate 0.34% among 330,000;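 active = at 10 µM dose, activation of 40% or more, normalized to positive control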;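 also: 100% = tunicamycin at 10 µg/mL and 0% = DMSO alone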
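Evaluation: % reporter activation, DMSO baseline versus tunicamycin full activation; System: CHO-CHOP luciferase reporter cell line; Input: 500 cells/well; Incubation: 6 h compound treatment, 37 °C; Measured by: Steady-Glo luciferase luminescence; Dosing: one dose, 10 µM in 0.5% DMSO; Buffer or medium: F12 medium, 10% FBS; Benchmarks: positive tunicamycin 10 µg/mL, negative DMSO alone.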
Jurkat NFkB inh = inhibitors of induced NF-kB luciferase reporter, primary screen, TCR NF-kB activation inhibitor project, cell-based, luminescence, uHTS | Jurkat, PMA/ionomycin-induced NF-kB luciferase reporter | inhibition, % at 4 µM | AID 435003, 2010 | hit rate 0.53% among 330,000; in the data active = inhibition above about 50%
Starred values were filed as active, the others as inactive; . = no result given. Only part of the results is shown; the hit share may differ from the screen's.

compound,CXCR6 block,Gli-Sufu block,EBI2 antag,UPR XBP1 act,Mdm2-MdmX inh,CCR6 antagonist,697 NFkB inh,UPR CHOP act,Jurkat NFkB inh
Cc1ccc(S(=O)(=O)N(C)C)cc1NC(=O)C(C)[N+]12CCN(CC1)CC2 (stereo not drawn),0.1,-3.4,-1.4,-0.8,-1.3,-3.0,-9.9,0.2,4.4
C[C@]12CC(=O)CC1CCC1C2CC[C@@]2(C)C1CC[C@@H]2O (stereo partly drawn),-3.2,-5.5,-4.4,-4.5,6.9,9.9,-18.1,-0.6,-5.2
COC1CCC(OC2CC(C3(C)CCC4(CC(O)C(C)C(C(C)/C=C(\C)C(=O)C(C)CC(C)C(=O)O)O4)O3)OC3(OC(C4OC(O)(CO)C(C)CC4C)CC3C)C2C)OC1C (stereo not drawn),14.8,77.0*,-95.3,.,.,12.6,.,.,.
COc1ccc(C(=O)C2CCCN(Cc3cnc(C)s3)C2)cc1OC (stereo not drawn),11.2,11.5,5.0,-0.8,-12.3,0.8,0.7,-0.6,-6.8
CN1CCc2cc(O)cc3c2[C@H]1Cc1ccc(O)c(O)c1-3,-4.8,7.9,-5.7,-6.5,6.1,-13.5,-61.7,-1.8,-4.0
O=C1NC(=O)C2(CCCc3ccc(N(CCCl)CCCl)cc32)N1 (stereo not drawn),-2.5,26.8,3.4,.,.,-2.3,.,.,.
Clc1cnc(Oc2ccc(Oc3ncc(Cl)cc3Cl)cc2)c(Cl)c1,7.2,1.5,23.4,-6.9,5.2,21.0,-7.3,-1.4,-9.7
CC(=O)OC1CC[C@@]2(C)C(=CC(=O)C3C4CCC(OC(C)=O)[C@@]4(C)CCC32)C1 (stereo partly drawn),11.3,-16.6,-14.7,0.6,19.6,-2.8,-24.2,0.2,-15.0
C=C(C)c1cccc(C(C)(C)NC(=O)NC2CN3CCC2CC3)c1 (stereo not drawn),-3.2,-2.7,-11.3,3.1,-4.0,-16.2,13.0,0.1,8.4
CCN(CC)CCCN=Cc1c(O)n(Cc2ccc(F)cc2)c(=O)[nH]c1=O,-8.6,24.3,6.8,-7.3,3.4,7.2,-25.6,-0.9,-15.3
O=C1CN(O)C(c2ccccc2)=c2cc(Cl)ccc2=N1,5.9,-6.2,-6.1,-5.4,-1.7,-1.4,-74.4,1.8,-68.1
CC1=C(C/C(C)=C/c2ccccc2)/C(=C/CO)[C@@H]2OC(=O)O[C@]2(C)C12CC2,-6.0,8.2,17.4,-2.1,24.9,5.3,14.5,3.4,11.4
COC(=O)C1=C(c2cccc(C#N)c2)C[C@@H]2CC[C@H]1N2C(=O)NCCO,-8.6,-3.8,-2.0,-1.1,11.7,-0.6,17.2,1.2,0.0
CN1C(=O)C(=Cc2ccc(N3CCCCC3)o2)C(=O)N(C)C1=S,17.3,-11.4,-1.5,2.8,-14.2,33.9,-19.4,5.3,-15.4
O=C1Nc2cc(C(=O)N3CCC4(CC3)OCCO4)ccc2S/C1=C\c1ccccc1,4.9,-7.7,10.4,4.5,60.6*,24.1,-31.3,-1.9,47.0

Next results follow:
compound,CXCR6 block,Gli-Sufu block,EBI2 antag,UPR XBP1 act,Mdm2-MdmX inh,CCR6 antagonist,697 NFkB inh,UPR CHOP act,Jurkat NFkB inh
COc1ccccc1C1=NCc2nnc(C)n2-c2ccc(Cl)cc21,-7.8,7.1,-9.4,0.1,12.7,2.8,-2.9,2.9,-4.1
O=[N+]([O-])c1cccc(O)c1,-4.2,-1.9,-11.0,1.8,-18.7,-8.0,4.7,2.6,11.7
CC(C)Oc1cccc(NC(=O)c2cccn(Cc3ccc4c(c3)OC(F)(F)O4)c2=O)c1,6.0,-2.5,16.3,-1.1,-6.9,-13.7,7.7,-0.8,-4.2
Cc1ccccc1CCNCc1ccc(Br)cc1,-2.5,43.1,9.6,-0.2,13.6,16.1,-2.8,0.4,-0.1
C=C1N2CCC(CC2)C1(O)c1ccc(C)c(C)c1 (stereo not drawn),-0.6,5.9,-7.2,0.0,8.8,-18.4,-3.1,-1.2,-3.3
COC(=O)C1=C(c2cccc(OCc3ccccc3)c2)C[C@@H]2CC[C@H]1N2C(=O)NCc1ccc(C(F)(F)F)cc1,13.6,3.7,10.3,-3.0,38.7,9.8,6.5,4.3,-10.1
CC(C)[C@H](NC(=O)N1C[C@H]2C[C@@H](C1)c1cccc(=O)n1C2)C(=O)Nc1ccccc1F,4.6,2.6,-7.0,0.0,-8.8,-4.5,15.2,-0.6,1.1
C=CC[N+]1(C)C2CCC1CC(O)C2 (stereo not drawn),4.2,-2.6,-9.7,8.2,0.2,10.5,9.7,-2.5,10.5
Cc1cc(C=C2C(=O)NC(=S)NC2=O)c(C)n1C1CCCC1,1.5,21.4,35.0,3.3,14.3,32.9,9.2,9.9,7.6
COCCCNC(=O)c1c(NC(=O)c2ccccc2Cl)n(Cc2ccccc2)c2nc3ccccc3nc12,0.3,8.4,18.2,0.4,24.4,5.9,15.6,-0.8,-5.0
O=c1[nH]c(=O)n(-c2cccc(Cl)c2)c(O)c1C=NCCCN1CCOCC1,-5.9,11.7,-0.8,1.6,14.5,-3.6,28.0,0.3,11.2
CCCCn1c(O)c(C(CC)=Nc2cccc(C(=O)O)c2)c(=O)[nH]c1=O,36.0,-7.7,10.7,-4.2,20.6,-7.3,10.5,-0.9,1.7
O=C(O)CCn1cc(C=C2C(=O)NC(=S)NC2=O)c(-c2cccc(Br)c2)n1,3.2,-2.6,1.1,-1.6,-14.0,1.5,7.4,-1.3,12.4
COc1ccc(C(=O)C2CCCN(C3CSCCSC3)C2)c(C)c1 (stereo not drawn),2.4,31.8,0.7,2.5,1.4,-3.2,-17.1,-1.4,-15.8
c1ccc(C2NCCc3[nH]cnc32)cc1 (stereo not drawn),7.3,4.6,0.1,1.2,24.7,-10.9,12.3,-0.2,-17.6

Remaining list, next part
compound,CXCR6 block,Gli-Sufu block,EBI2 antag,UPR XBP1 act,Mdm2-MdmX inh,CCR6 antagonist,697 NFkB inh,UPR CHOP act,Jurkat NFkB inh
O=C(NN=Cc1ccc(N(CCCl)CCCl)cc1)c1cccnc1,1.3,-1.7,3.8,.,.,20.6,.,.,.
COc1ccc(-c2nc3ccccc3n2OC(=O)N(C)C)cc1,4.0,-22.9,6.4,-0.6,-3.9,-18.1,-95.7,1.8,-78.5
CCn1c(P(C)(=O)O)nc2cc(NC(=O)c3ccccc3F)ccc21,-6.2,-5.7,-3.9,-1.0,-12.9,3.2,-0.4,-1.6,-3.3
O=C(CCCC1=NS(=O)(=O)c2ccccc2N1)N1CCC2(CC1)OCCO2,9.2,-5.4,-12.8,-0.2,1.4,-0.4,2.9,-1.2,-0.4
CCC1=C(C)C(N2CCOCC2)=NP(N2CCOCC2)(N2CCOCC2)=N1,-8.9,5.3,-4.6,-2.1,5.8,2.3,7.5,0.7,-2.5
CC(N=Cc1c(O)n(C2CC2)c(=S)[nH]c1=O)c1ccccc1 (stereo not drawn),3.5,3.6,7.6,-2.9,24.2,8.4,7.7,-2.0,7.6
O=C1NC(=O)C2(CCN(S(=O)(=O)c3ccccc3)CC2)C(=O)N1,-3.4,5.6,-6.7,.,.,17.6,.,.,.
CCCC(=O)c1ccc(CP(=O)(OCC)OCC)o1,8.3,-7.1,-4.4,-0.5,5.7,12.7,-8.6,-1.0,-10.7
Nc1c2c(nc3sc4c(c13)CCCC4)CCCCC2,3.9,6.1,10.6,-2.0,-189.3,0.2,-224.1,0.3,-174.4
CN1C(=O)N(C)C(=O)C2(Cc3cc([N+](=O)[O-])ccc3N(C)C2)C1=O,-1.2,-2.7,-6.7,-2.3,23.5,9.7,-0.9,-1.2,-4.6
CCOC(=O)C(O)(c1ccc(N(CC)S(=O)(=O)c2ccccc2)cc1)C(F)(F)F (stereo not drawn),-0.2,-2.0,-1.2,-4.9,3.6,4.0,5.2,-3.9,7.5
COc1ccc(-n2c(/C=C/c3ccc(O)c(O)c3)nc3ccccc3c2=O)cc1,15.8,2.3,12.6,3.7,44.8,24.6,7.8,-0.4,-17.2
O=c1c2ccccc2nc(-c2cccs2)n1-c1cnccn1,8.6,-6.5,2.7,-2.3,8.2,-4.2,4.7,0.8,-0.8
Cc1ccc(-n2c(O)c(/C=N/N3CCOCC3)c(=O)[nH]c2=S)cc1,1.8,2.0,-4.6,-0.6,11.1,5.4,-23.8,0.0,3.2
O=C(Cc1cc(=O)[nH]c(=O)[nH]1)N1CCN(CCO)CC1,-0.2,-3.6,-8.4,.,.,0.6,.,.,.

(next part)
compound,CXCR6 block,Gli-Sufu block,EBI2 antag,UPR XBP1 act,Mdm2-MdmX inh,CCR6 antagonist,697 NFkB inh,UPR CHOP act,Jurkat NFkB inh
COc1cc(CN2CCNCC2)cc(OC)c1OC,-1.1,6.7,-1.8,-1.7,-10.1,-1.5,-17.2,-0.8,4.5
COc1ccc(CCn2c(O)c(/C=N/N3CCCCC3)c(=O)[nH]c2=O)cc1OC,7.1,-5.9,-9.5,-1.9,21.7,-8.8,-6.2,1.1,-1.9
O=[N+]([O-])c1ccc(N2CCNCC2)cc1N1CCCCC1,-6.2,15.9,-2.7,2.6,1.0,12.7,-30.9,-1.5,-16.8
CC(C)(O)C1C2OC(=O)C1C1(O)CC3OC34C(=O)OC2C14C (stereo not drawn),-5.8,-17.0,3.8,.,.,7.0,.,.,.
CC1CCN(C(=O)CCl)CC1,-0.4,-2.0,-7.2,0.2,15.4,9.2,6.8,0.9,-2.8
COP(=S)(OC)c1c(C)nn(CCC#N)c1NC(=O)c1ccc(Cl)cc1,-12.9,21.1,0.0,-6.6,6.1,-0.1,7.1,0.4,4.4
CC(CN1CCOCC1)OC(=O)Cc1ccccc1 (stereo not drawn),-3.7,5.4,12.8,0.4,-37.0,-3.3,19.1,2.0,0.0
Cc1nc2c(c(C)nn2-c2ccccc2)c(C)c1CCC(=O)N1CCC2(CC1)OCCO2,10.5,15.8,-13.1,1.9,-13.7,17.3,-5.4,-2.8,-19.8
COC(=O)c1c(C)n(Cc2ccccc2)c2ccc(O)cc12,-9.3,-27.0,1.5,0.3,6.4,1.1,3.4,-0.4,1.8
O=C1NC(=O)N(Cc2ccccc2)C(=O)/C1=C/C=C/c1ccco1,6.5,-1.3,-10.2,14.1,14.5,21.7,21.5,2.5,-8.1

2 entries from above in another layout.
SMILES: CC(CN1CCOCC1)OC(=O)Cc1ccccc1 (stereo not drawn)
  CXCR6 block: -3.7; Gli-Sufu block: 5.4; EBI2 antag: 12.8; UPR XBP1 act: 0.4; Mdm2-MdmX inh: -37.0; CCR6 antagonist: -3.3; 697 NFkB inh: 19.1; UPR CHOP act: 2.0; Jurkat NFkB inh: 0.0
SMILES: Cc1nc2c(c(C)nn2-c2ccccc2)c(C)c1CCC(=O)N1CCC2(CC1)OCCO2
  CXCR6 block: 10.5; Gli-Sufu block: 15.8; EBI2 antag: -13.1; UPR XBP1 act: 1.9; Mdm2-MdmX inh: -13.7; CCR6 antagonist: 17.3; 697 NFkB inh: -5.4; UPR CHOP act: -2.8; Jurkat NFkB inh: -19.8
